Screening data as filed in PubChem BioAssay.
PDI inh: PDI (human) enzyme inhibition; P07237; PDI insulin aggregation turbidity, A650, 90 min; inhibition, % at 10 µM; 350,000 compounds, 0.052% hits; AID 588391;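 active = mean inhibition across replicates of 30% or more, whatever share of single replicates reach that level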;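 note: absorbance from insulin aggregation driven by PDI reduction with DTT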
Target sequence (P07237 whole entry, looked up): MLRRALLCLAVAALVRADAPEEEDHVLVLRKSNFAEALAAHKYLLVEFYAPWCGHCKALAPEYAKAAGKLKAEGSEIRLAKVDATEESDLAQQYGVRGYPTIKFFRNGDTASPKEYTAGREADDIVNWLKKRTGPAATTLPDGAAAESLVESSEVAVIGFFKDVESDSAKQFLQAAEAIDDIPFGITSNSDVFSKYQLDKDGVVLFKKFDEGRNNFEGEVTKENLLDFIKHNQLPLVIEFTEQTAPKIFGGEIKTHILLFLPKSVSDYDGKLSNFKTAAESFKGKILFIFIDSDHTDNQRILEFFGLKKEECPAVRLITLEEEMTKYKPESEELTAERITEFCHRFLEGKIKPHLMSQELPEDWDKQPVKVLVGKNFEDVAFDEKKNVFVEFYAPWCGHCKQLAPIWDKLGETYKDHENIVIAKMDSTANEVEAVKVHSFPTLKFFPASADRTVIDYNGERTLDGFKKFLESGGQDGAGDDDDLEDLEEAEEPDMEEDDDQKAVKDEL
Peg3 prom inh: inhibitors of Peg3 promoter | HeLa PEG-Prom luciferase reporter, luminescence, overnight | inhibition, % at 20 µM | 360,000 compounds, 1.7% hits;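 active = inhibition of at least 50% at 20 µM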
aDG glyco up: alpha-DG glycosylation activation; Pro5-aDG cells, alpha-DG glycosylation AlphaScreen (IIH6); 0% Pro5, 100% B10-LARGE cell signal; activation, % at 10 µM; 360,000 compounds, 0.22% hits; AID 624168;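 active = activation of at least 8% versus controls, or a plate z-score of at least 8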;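 note: Pro5 are CHO cells carrying HIG-tagged alpha-DG that lacks glycosylation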
Vif imaging: blocks HIV Vif function; HEK293T cells, Vif self-association by quenched fluorescence, imaging, 24 h; inhibition, % at 7.49 µM; 340,000 compounds, 0.35% hits; AID 602346; in the data active = inhibition above about 50%, passing the limit was not always enough; note: some results filed as inactive read as strong as hits
CaV13 ICDI inh: Primary screen for inhibitors of IQ motif and Ca2+-dependent inactivation inhibitor domain binding in CACNA1D, Förster resonance energy transfer in living cells, …; HEK cells, CFP/YFP FRET ICDI-IQ, plate reader, 10 min; percent FRET-ratio fall versus neutral wells; inhibition, % at 12.3 µM; 340,000 compounds, 0.098% hits; AID 743397;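 active = mean replicate inhibition of at least 30% and at least 1% of replicates passing that level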;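 note: 0% = median of the neutral control wells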
iPSC survival up: enhancers of human iPSC single-cell survival; survival enhancement, % at 20 µM; hiPSC single-cell survival, ATPlite luminescence; 100% = ROCK inhibitor wells, 0% = DMSO; 360,000 compounds, 0.044% hits; AID 602274; in the data active = survival enhancement above about 18%;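 note: cells exposed to compounds for 16 hours before the ATP read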
Granule exo inh: lytic granule exocytosis inhibition; AID 651702; 360,000 compounds, 0.66% hits; TALL-104 LAMP-1 surface exposure, flow cytometry; cells stimulated with thapsigargin and PMA; inhibition, % at 10 µM;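 active = inhibition above about 55%, limit read from the data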
NR2E3 ag-1: activates human photoreceptor nuclear receptor NR2E3; Q9Y5X4; GST-NR2E3/biotin-RetCOR TR-FRET, 1536-well; inhibition of corepressor binding, % at 4.78 µM; 320,000 compounds, 0.12% hits; AID 2300;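 active = percent inhibition above the cutoff of mean plus 3 SD of all tested compounds, set per screening campaign, cut at about 20% in these data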;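 note: 0% = DMSO wells and 100% = biotin wells as full block of FRET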
Target sequence (Q9Y5X4 whole entry, looked up): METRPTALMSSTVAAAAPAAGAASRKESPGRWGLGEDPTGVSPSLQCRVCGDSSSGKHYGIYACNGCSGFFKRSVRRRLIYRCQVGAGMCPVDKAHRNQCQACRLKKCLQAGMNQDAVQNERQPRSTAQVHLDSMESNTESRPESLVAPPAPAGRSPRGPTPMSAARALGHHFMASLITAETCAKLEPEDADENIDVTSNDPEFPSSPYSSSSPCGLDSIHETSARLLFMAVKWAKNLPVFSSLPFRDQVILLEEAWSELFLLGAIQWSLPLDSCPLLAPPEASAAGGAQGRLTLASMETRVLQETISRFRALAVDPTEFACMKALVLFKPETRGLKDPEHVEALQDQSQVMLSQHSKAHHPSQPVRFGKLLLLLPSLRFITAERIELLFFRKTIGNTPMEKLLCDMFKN
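Format: 1536-well format; test system: GST-NR2E3 and biotin-RetCOR proteins; read-out basis: percent inhibition of TR-FRET ratio; timing: 5 h incubation at 4 °C; detection: time-resolved FRET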
HIF-2a block: HIF-2a inhibition; 786-0 RCC cells HIF-2a reporter, luciferase luminescence, overnight; inhibition, % at 18.8 µM; 360,000 compounds, 0.72% hits; AID 624352;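 active = inhibition of the luminescence signal of 40% or more relative to plate controls, in a single-dose primary screen at 18.75 µM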
TRPM1 prom inh: reduces MITF-dependent TRPM1 promoter luciferase signal; SK-MEL-5 TRPM1 promoter luciferase, 24 h; inhibition, % at 12.5 µM; 330,000 compounds, 0.83% hits; AID 488899;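 active = mean inhibition across replicates of 60% or more, whatever share of single replicates reaches that level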; note: values of inactives mirror those of a sister screen read the other way
NR2E3 ag-2: agonists of human NR2E3 nuclear receptor; Q9Y5X4; CHO-S Gal4-NCOR/VP16-NR2E3 two-hybrid, luciferase; inhibition of corepressor binding, % at 3.98 µM; 360,000 compounds, 0.35% hits; AID 602229;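 active = inhibition above the mean of all tested compounds plus 3 SD, cut at about 70% in these data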;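 note: 0% = DMSO with NR2E3 transfected cells and 100% = cells lacking NR2E3 construct; higher means lower luciferase signal from less NR2E3 corepressor binding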
* marks the source's active call; other numbers are inactive results; . = no result given.

The line under a structure holds: NR2E3 ag-1	PDI inh	CaV13 ICDI inh	NR2E3 ag-2	Peg3 prom inh	TRPM1 prom inh	HIF-2a block	aDG glyco up	iPSC survival up	Granule exo inh	Vif imaging
- COc1ccc(-c2nc(C#N)c(NC(C)C)o2)cc1
    -0.6	-1.6	-9.9	-37.4	-204.0	-71.9	-299.0	0.4	-1.4	6.4	-4.0
- Cc1cc(Br)ccc1SCC(=O)NCC(c1ccco1)N1CCCCC1 (stereo not given)
    -1.9	-10.5	-6.4	-5.0	-2.7	1.2	-0.4	0.6	-0.3	1.8	-6.4
- O=C(Nc1cccc(S(=O)(=O)N2CCCCC2)c1)c1cc2ccccc2o1
    -0.4	5.7	-6.0	-8.2	-22.2	-7.3	-43.8	0.0	-0.3	-1.5	-15.5
- CCn1c(=O)n(CC)c2cc(N3CCCC3)c(NC(=O)c3ccccc3)cc21
    -8.3	3.6	-5.6	-31.1	8.9	2.2	4.0	0.1	-0.4	16.2	-4.0
- CCOc1ccc(NC(=O)CCC(=O)N/N=C/c2ccc([N+](=O)[O-])s2)cc1
    4.5	-4.7	-9.2	-12.9	22.5	62.8*	11.1	5.4	-2.4	-2.9	-3.2
- CC(C)(C)OC(=O)NCCCCCNC(=O)c1[nH]cnc1C(=O)Nc1ccccc1
    -0.5	2.3	-10.7	1.7	33.0	1.9	13.5	0.3	1.7	-3.7	.
- Cc1nc(C(F)(F)F)ccc1C(=O)N1CCC1(C)C(=O)NS(=O)(=O)c1ccc2ccccc2c1 (stereo not given)
    .	-1.2	-5.0	9.3	-6.2	.	11.1	0.5	-2.0	9.5	-7.6
- Cc1cccc(C)c1NC(=O)C(c1ccc(Cl)cc1Cl)N1CCCCC1 (stereo not given)
    2.9	8.7	-5.3	10.9	41.0	-3.7	30.9	-0.3	0.2	3.0	14.0
- O=C(Nc1ccc2c(c1)OCCO2)C(c1ccnc2ccccc12)N1CCN(c2ccc(F)cc2)CC1 (stereo not given)
    .	.	-3.6	-23.6	6.3	.	-38.6	-0.5	1.0	1.9	.
- CN(C(=O)C1CCN(S(=O)(=O)c2ccccc2[N+](=O)[O-])CC1)C1CCCCC1
    .	-1.4	-4.6	12.2	8.8	1.9	-1.4	-0.1	0.6	-2.0	-17.1
- Cc1ccc(-c2nc3ncccn3c2Nc2ccccc2C)o1
    3.0	-5.0	-50.8	-8.0	1.8	-0.3	8.7	0.7	-1.1	1.3	-2.8
- CCCCCCn1c(SCC(=O)Nc2cc(C)on2)nc2ccccc2c1=O
    1.1	13.2	-3.4	-0.6	38.3	-10.5	-1.1	0.0	-0.1	-1.2	0.0
- Cc1cccc(NC(=O)CSc2nc3c([nH]c4ccccc43)c(=O)n2C)c1
    8.0	-6.9	-6.3	-6.6	31.8	.	23.3	-0.1	-2.7	18.6	6.3
- CCOc1cc(NS(=O)(=O)c2ccc(OC)cc2)c(OCC)cc1NC(=O)c1ccco1
    -3.5	1.7	-6.5	7.9	0.8	12.5	-6.6	-0.1	-3.6	-0.3	-19.0
- COc1cc([N+](=O)[O-])ccc1NC(=O)C[n+]1cccc(C(C)=O)c1
    3.8	1.8	-0.2	13.0	11.4	3.6	7.9	-0.2	-0.1	0.4	0.5
- CCOc1cccc(-c2nnc3n2N=C(c2cc(OC)ccc2OC)CS3)c1
    -0.1	-8.6	-4.9	1.0	10.8	9.1	26.7	0.4	0.5	75.1*	-7.0
- O=C(Nc1ccc(N2CCOCC2)c([N+](=O)[O-])c1)c1ccco1
    -2.6	-1.2	7.6	-32.3	-142.4	-36.4	-206.0	-0.3	-0.8	0.1	-4.3
- COc1cccc(-n2cc(-c3ccc(F)cc3)[nH]c2=S)c1
    1.6	-4.4	-3.3	-106.8	-159.2	-39.5	-262.8	0.4	-0.3	-6.4	-2.5
- Cc1cccc(NC(=O)c2cc(-c3cc(C)ccc3O)n[nH]2)c1
    2.0	10.6	-18.6	-138.9	-408.9	-73.2	-268.9	0.0	-0.3	21.3	10.0
- CCC1CCCCN1CCCNC(=O)Cn1ncc2c([nH]c3ccc(C)cc32)c1=O (stereo not given)
    3.2	-1.7	.	2.5	-6.8	8.7	11.1	0.3	-0.4	-7.0	-10.3
- CCOC(=O)C1CCCN(c2c(NCCN3CCCCC3C)c(=O)c2=O)C1 (stereo not given)
    -0.5	-7.3	-7.9	-7.0	7.2	-12.7	-1.5	0.0	-0.5	-3.1	16.3
- CCCCOc1ccc(C(=O)N/C(=C/C=C/c2ccccc2)C(=O)NC)cc1
    -1.6	0.1	-6.0	4.9	-65.9	-2.9	-79.2	0.0	-1.6	0.7	-2.5
- O=C(c1nc(-c2ccccc2)n(-c2ccccc2)n1)N1CCN(S(=O)(=O)c2ccccc2)CC1
    -1.7	-5.6	.	-7.2	23.0	7.7	24.5	-0.2	0.1	-1.7	-2.5
- O=C(O)C1CCC(NSc2ccccc2[N+](=O)[O-])CC1 (stereo not given)
    3.8	11.9	-4.7	1.0	3.4	5.4	6.0	-0.1	0.6	7.7	-1.5
- CCOc1cc(-c2sc(Nc3cc(C)ccc3OC)n[n+]2-c2ccccc2)ccc1OC
    -0.8	-4.3	-5.9	20.7	-8.7	9.3	-58.7	0.0	-1.1	1.6	1.0
- Cc1csc(=O)n1CC(=O)OC(C)C(=O)Nc1ccc(F)c(F)c1F (stereo not given)
    -4.5	5.1	-5.7	-7.4	-8.8	0.5	9.7	0.2	-0.3	-17.6	.
- COc1ccc(CC(=O)OC2CCCN(C)C2)cc1 (stereo not given)
    4.8	6.6	-5.2	6.6	-11.7	6.9	7.3	0.2	1.9	0.0	4.9
- CCCCn1c(-c2cccnc2)nc2cc3[nH]c(=O)c(C(C)C)nc3cc21
    3.3	12.4	-9.4	2.6	12.8	-1.3	6.7	0.2	3.0	11.9	-1.9
- Cc1[nH]c2ccccc2c1C(c1ccccn1)N1CCC(C(N)=O)CC1 (stereo not given)
    -1.2	-7.1	-5.7	-9.0	-1.1	15.8	21.5	0.5	3.5	56.8*	-6.2
- COc1ccc(C(=O)/C=C2\Sc3ccccc3N2C)cc1
    -2.4	-1.6	-3.3	-152.5	-218.4	-8.9	-181.3	0.7	-1.4	-0.4	-5.7
- CCCCCCNC(=O)c1cn(CC)c2cc(N3CCN(C)CC3)c(F)cc2c1=O
    2.8	16.3	-4.0	-12.7	53.8*	15.9	21.9	0.6	-0.6	48.2	-10.2
- COc1ccc(OC)c(NS(=O)(=O)c2cc3c4c(c2)CCN4C(=O)CC3)c1
    .	-3.7	-12.6	-5.9	14.5	8.4	-2.7	-0.2	0.0	24.0	.
- C=CCc1c(C)nc(C)nc1N/N=C/c1ccc(F)cc1
    0.8	15.9	.	-10.7	5.1	3.7	7.3	0.1	-0.4	1.7	-3.6
- Nc1c(Cl)c(Cl)nc(C(=O)OCC(=O)N2CCCC2=O)c1Cl
    1.6	-4.0	-6.6	-8.0	7.8	6.7	9.7	0.0	0.5	3.2	-0.7
- Cc1cc(Cl)ccc1OCC(=O)NC(=S)Nc1ccc(Cl)cn1
    .	-0.5	-3.0	-39.7	-35.7	-14.6	-55.3	-0.2	-0.2	9.8	6.6
- O=C(N/N=C/c1ccc(-c2ccccc2)o1)c1ccccc1O
    2.0	-3.1	-15.4	-16.3	-98.9	-5.9	-156.8	-0.2	0.3	11.6	12.6
- O=c1c2c(-c3cccs3)csc2[nH]c(=S)n1-c1ccccc1
    1.0	4.2	-0.8	7.9	9.0	19.1	13.2	-0.4	1.7	0.2	-2.5
- O=C(COc1ccccc1)NC1CCCc2ccccc21 (stereo not given)
    1.7	-0.2	-5.1	2.6	0.6	5.2	3.4	-0.2	-0.3	-2.2	-11.8
- Cc1ccc2occ(C(c3nnnn3Cc3ccccc3)N3CCOCC3)c(=O)c2c1 (stereo not given)
    7.1	-2.3	.	-7.3	6.1	8.4	20.9	2.8	-2.2	-3.8	0.5
- Cc1ccc(Cn2ccc(C3CC3)n2)cc1
    -0.7	-4.0	-13.1	-74.0	-169.4	-51.2	-153.6	-0.1	-0.4	-1.6	-11.8
- COc1ccc(C(=S)N2CCCCCC2)cc1
    2.2	6.4	-4.8	-31.5	-5.0	-1.6	0.4	0.1	-0.8	2.8	20.4
- CN(C)/C=C/C(=O)c1cc(N2CCOCC2)ccc1[N+](=O)[O-]
    -2.8	-4.1	0.5	-21.7	-3.2	2.5	9.9	-0.5	1.1	9.7	19.6
- CCCCOc1nc2ccccc2nc1C(C#N)S(=O)(=O)c1ccccc1 (stereo not given)
    1.7	1.5	-8.9	-1.8	26.7	-5.1	10.7	-0.1	-1.6	3.2	25.4
- C#CCOCCOCCOCCNc1nc(N2CCN(C(=O)[C@H](CO)n3cc([C@@H](N)C(C)C)nn3)CC2)nc(N2CCN(C(=O)[C@H](CCCCN)n3cc([C@@H](N)[C@H](C)CC)nn3)CC2)n1
    .	0.9	-4.1	-11.9	-10.1	-5.2	6.1	-0.1	-4.2	4.1	.
- CCCCn1c(N)c(N(CCOC)C(=O)CSc2ccccc2C)c(=O)[nH]c1=O
    -1.8	8.6	-7.7	-16.3	-3.5	1.9	10.9	0.0	-0.3	-9.8	-10.4
- COc1ccc(N=CC2=C(O)c3ccccc3C2=O)c(OC)c1
    0.8	-11.5	1.1	-52.9	74.2*	76.5*	55.3*	-0.1	-6.0	-1.3	-4.6
- CCOc1ccc(C(=O)OCC(=O)NC2CCCC2)cc1OCC
    -0.3	-2.8	-13.5	-8.8	7.8	-17.8	-5.8	0.0	-0.5	-3.5	2.2
- COc1ccc(Nc2nnc(SCC(=O)NC3CCCC3)s2)cc1
    .	-1.7	-5.4	-14.7	-57.8	.	-52.7	0.0	-1.9	8.7	12.6
- COc1ccccc1NC(=O)CCN1C(=O)C2CC=CCC2C1=O (stereo not given)
    -0.1	3.5	-5.9	-37.8	7.0	10.8	0.8	-0.1	0.0	-0.6	3.5
- O=C(CSc1nnc2ccc(-c3ccccn3)nn12)NCC1CCCO1 (stereo not given)
    -3.3	13.4	-2.7	-22.0	1.7	8.7	5.8	0.0	-0.4	1.1	-1.6

4 entries out of the list, arranged by molar mass, descending:
The line under a structure holds: NR2E3 ag-1	PDI inh	CaV13 ICDI inh	NR2E3 ag-2	Peg3 prom inh	TRPM1 prom inh	HIF-2a block	aDG glyco up	iPSC survival up	Granule exo inh	Vif imaging
- COc1ccc(Nc2nnc(SCC(=O)NC3CCCC3)s2)cc1
    .	-1.7	-5.4	-14.7	-57.8	.	-52.7	0.0	-1.9	8.7	12.6
- COc1ccccc1NC(=O)CCN1C(=O)C2CC=CCC2C1=O (stereo not given)
    -0.1	3.5	-5.9	-37.8	7.0	10.8	0.8	-0.1	0.0	-0.6	3.5
- CN(C)/C=C/C(=O)c1cc(N2CCOCC2)ccc1[N+](=O)[O-]
    -2.8	-4.1	0.5	-21.7	-3.2	2.5	9.9	-0.5	1.1	9.7	19.6
- COc1ccc(C(=S)N2CCCCCC2)cc1
    2.2	6.4	-4.8	-31.5	-5.0	-1.6	0.4	0.1	-0.8	2.8	20.4
